FBW7 activator = FBW7 E3 ligase activators, primary screen, biochemical, AlphaScreen, human; F-box/WD repeat-containing protein 7 (Homo sapiens), Q969H0; AlphaScreen FBW7–phospho-cyclin E peptide binding, activator screen; normalized activity (activation), % at 26.1 µM; actives 0.13% (n = 650,000); AID 1259310, 2017; in the data active means normalized activity above about 1.9%;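 further: purified mutant Fbw7 with reduced substrate affinity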
Target sequence (Q969H0 whole entry, looked up): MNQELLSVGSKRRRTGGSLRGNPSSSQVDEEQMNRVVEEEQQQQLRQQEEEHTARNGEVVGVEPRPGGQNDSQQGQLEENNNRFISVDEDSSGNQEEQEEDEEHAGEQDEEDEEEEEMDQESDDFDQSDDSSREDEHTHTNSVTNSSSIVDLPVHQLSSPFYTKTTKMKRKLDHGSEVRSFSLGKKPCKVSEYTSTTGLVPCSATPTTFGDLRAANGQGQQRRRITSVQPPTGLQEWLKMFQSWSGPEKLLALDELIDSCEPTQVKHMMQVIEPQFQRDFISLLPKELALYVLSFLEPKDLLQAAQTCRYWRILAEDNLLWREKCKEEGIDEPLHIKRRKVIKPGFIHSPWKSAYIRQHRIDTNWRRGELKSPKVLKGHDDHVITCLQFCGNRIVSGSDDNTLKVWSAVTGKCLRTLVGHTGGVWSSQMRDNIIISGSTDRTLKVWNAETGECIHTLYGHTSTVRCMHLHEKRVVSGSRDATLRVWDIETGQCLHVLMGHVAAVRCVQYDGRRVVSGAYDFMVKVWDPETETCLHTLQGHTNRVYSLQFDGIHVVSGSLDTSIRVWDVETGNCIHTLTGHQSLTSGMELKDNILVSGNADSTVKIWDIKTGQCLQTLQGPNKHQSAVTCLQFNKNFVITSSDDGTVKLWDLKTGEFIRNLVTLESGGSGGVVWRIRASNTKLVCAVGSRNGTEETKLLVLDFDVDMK
TEAD-YAP inh = TEAD-YAP interaction inhibition, primary screen, TEAD-YAP interaction inhibitor project, luminescence, HEK-TIYL cells. TEAD-Gal4/YAP UAS-luciferase luminescence. inhibition, % at 9.12 µM. actives 1.4% (n = 640,000). AID 1259422, 2018; in the data active means inhibition above about 32%;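 further: 0% = median of test compound wells and 100% = reference inhibitor wells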
MITF primary = MITF inhibitors, primary screen, biochemical, AlphaScreen, human | actives 0.91% (n = 650,000) | inhibition, % at 2.6 µM | AlphaScreen MITF homodimerization, bead proximity signal; in the data active means inhibition above about 50%;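 further: 0% = vehicle wells with protein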
GPR151 ag = activators of human GPR151, primary screen, cell-based, PathHunter beta-arrestin, luminescence. PathHunter beta-arrestin GPR151 cells. activation, % at 11.2 µM. actives 1% (n = 650,000). AID 1508602, 2020; in the data active means activation above about 4.9%;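 further: 0% = median of compound wells and 100% = cells with positive control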
Target sequence (Q8TDV0 whole entry, looked up): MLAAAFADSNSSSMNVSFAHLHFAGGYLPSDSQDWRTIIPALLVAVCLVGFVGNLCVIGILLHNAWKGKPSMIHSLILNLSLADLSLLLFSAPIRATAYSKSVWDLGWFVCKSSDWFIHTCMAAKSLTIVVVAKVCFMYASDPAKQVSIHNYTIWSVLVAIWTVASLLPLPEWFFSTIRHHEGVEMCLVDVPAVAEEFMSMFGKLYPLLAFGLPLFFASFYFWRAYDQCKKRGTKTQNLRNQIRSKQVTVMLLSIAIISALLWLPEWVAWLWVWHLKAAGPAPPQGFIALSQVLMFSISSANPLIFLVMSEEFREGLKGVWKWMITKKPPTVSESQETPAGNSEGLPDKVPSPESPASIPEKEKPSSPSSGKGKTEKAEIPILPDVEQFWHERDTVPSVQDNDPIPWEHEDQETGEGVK
* hit, by the source's call; · = not tested or not shown.

SMILES | FBW7 activator | TEAD-YAP inh | MITF primary | GPR151 ag
O=C(c1ccccc1I)n1cccn1 | 0.2 | 8.6 | 0.1 | 0.0
COc1ccc(C(=O)Oc2ccc(C#N)cc2)cc1[N+](=O)[O-] | 0.0 | -5.1 | -7.0 | 0.7
O=C(CCC(=O)C(=O)OCC(=O)c1ccc(Cl)cc1)OCC(=O)c1ccc(Cl)cc1 | -0.1 | -6.4 | 1.8 | 0.5
CCCCOc1cccc(OCCCC)c1NCC1COc2ccccc2O1 (centres undefined) | 0.3 | 12.8 | 15.8 | -0.9
O=C(NCc1ccccc1)c1cccc(Nc2ccncn2)n1 | -0.1 | -6.0 | -3.2 | -0.3
CCOC(=O)CCc1c(C)nc2c(-c3ccccc3)c(C)[nH]n2c1=O | -0.2 | -1.2 | -5.8 | 1.1
CC1CCN(Cc2nnnn2CC(=O)N(C)Cc2cccnc2)CC1 | -0.1 | 4.5 | -0.1 | 2.5
Cc1sc2nc(C(C)C)n3c(SCC(N)=O)nnc3c2c1C | 0.0 | -2.1 | 1.1 | -0.9
O=C(N1CCOCC1)N1CCN(c2ccccn2)CC1 | 0.0 | 2.7 | 10.8 | 2.3
COC(=O)c1ccc2c(=O)n(-c3ccc(OC)cc3)c(=S)[nH]c2c1 | -0.1 | 1.3 | -9.0 | 3.6
CN1CCN(c2nc(Nc3ccc(F)cc3)c3cnn(C)c3n2)CC1 | 0.2 | -10.0 | 15.4 | 1.7
CCN1C(=O)C(CC(=O)Nc2ccccc2C)SC1=Nc1ccccc1 (centres undefined) | 0.0 | 10.6 | 0.0 | -0.5
O=C(NCCC1=CCCCC1)c1cccc(NS(=O)(=O)c2ccc(Cl)cc2)c1 | -0.1 | 0.3 | -8.2 | 0.3
Cn1c(=O)c2c(nc(N3CCN(CCO)CC3)n2CC(O)c2ccccc2)n(C)c1=O (centres undefined) | 0.1 | 6.4 | 2.9 | -0.3
CC(=O)OCCNc1cc(Sc2ccccc2Cl)c2nonc2c1[N+](=O)[O-] | -0.1 | 3.9 | -0.1 | -0.5
CNC(=O)CSc1nc(C2CCCCC2)nc2sc(C)c(C)c12 | -0.1 | -7.3 | 8.0 | -0.6
COC(=O)c1c(N)sc2c1CCC(c1ccccc1)C2 (centres undefined) | -0.1 | -5.0 | 3.0 | 0.1
O=C(O)CCN1CCc2ccccc2C1c1cccs1 (centres undefined) | -0.1 | 1.3 | 9.4 | 2.5
C=CCOC(=O)c1sc(NC(=O)/C=C/c2ccco2)nc1C | -0.2 | -15.7 | -9.7 | 0.5
CCOC(=O)N1CCN(C2CC(=O)N(c3ccc(OCC)cc3)C2=O)CC1 (centres undefined) | 0.0 | -4.3 | -5.6 | -0.8
O=C(c1ccc2ccccc2c1)N1CCc2[nH]c3ccccc3c2C1 | 0.1 | 13.4 | 9.7 | -0.7
O=C1OC(c2ccc(Cl)cc2Cl)=N/C1=C\c1cccc(F)c1 | 0.8 | -6.6 | -15.6 | -0.2
CC1Cc2ccccc2N1C(=O)c1ccc2c(c1)OCO2 (centres undefined) | -0.1 | 6.7 | 2.4 | 0.2
CN(Cc1nc(-c2ccccc2)no1)C(=O)c1cc(Cc2ccc(F)cc2)no1 | 0.1 | -1.1 | 5.4 | 2.2
COc1ccc2[nH]c(C)c(CN3CCCC(C)C3)c(=O)c2c1 (centres undefined) | -0.2 | -11.2 | -4.9 | -0.1
O=C(CCC(=O)OCCc1ccccc1)Nc1cccc2ccccc12 | 0.0 | 6.3 | 13.0 | 0.4
NC(c1cccc(Cl)c1)c1nc2ccc(-c3cn[nH]c3)cc2c(=O)[nH]1 (centres undefined) | -0.3 | 29.9 | 12.4 | 2.0
COc1ccc(-n2nc(C(=O)NCC(=O)Nc3cccc(C(F)(F)F)c3)c3ccccc3c2=O)cc1OC | 0.0 | 12.0 | -2.7 | -0.2
O=C(O)c1ccc(Br)c(NC(=O)C2C3C=CC(C3)C2C(=O)O)c1 (centres undefined) | 0.1 | -1.8 | 9.5 | 2.1
Cn1cc(C(=O)NCCOc2ccc(F)cc2)nn1 | 0.1 | 8.6 | 6.0 | 1.2
CCOC(=O)c1ccc(N=Cc2c(O)n(Cc3cccs3)c(=O)[nH]c2=O)cc1 | 0.1 | -0.5 | 9.6 | 1.1
NC(=O)c1nn(-c2ccccc2)nc1NC(=O)CN1CCCCC1 | 0.0 | 4.5 | 2.7 | -2.0
COc1cccc(C2C(C#N)=C(N)Oc3n[nH]c(-c4ccc5ccccc5c4)c32)c1 (centres undefined) | -0.6 | -2.0 | -2.8 | 0.6
Cc1cc(C)n(CCCNC(=O)Cn2nnnc2CN2C[C@@H](C)O[C@@H](C)C2)n1 | -0.2 | -6.4 | -13.2 | -0.2
Cc1nc(N(C)c2ccc(C(C)C)cc2)c2c(C)c(C(=O)NCCC3=CCCCC3)sc2n1 | 0.6 | 8.6 | 2.5 | 1.2
CCCn1c(=S)[nH]c2cc(C(=O)NCCSCc3ccccc3)ccc2c1=O | 1.0 | 13.3 | 10.8 | -2.3
CC1=C(C(=O)OCC(F)(F)C(F)(F)F)C(c2ccc3c(c2)OCO3)NC(=O)N1 (centres undefined) | -0.1 | 2.6 | 13.1 | 1.9
CCCNC(=O)CS(=O)(=O)Cc1nc(-c2ccc(C)cc2)oc1C | 0.4 | 3.9 | 30.4 | -0.7
Cc1ccccc1C1CCCN(C(=O)CCC2(Cc3ccco3)CCC(=O)N2)C1 (centres undefined) | -0.1 | -1.3 | 13.7 | -0.1
O=C1CCC/C(=N\NC(=O)c2ccc([N+](=O)[O-])cc2)C1 | -0.1 | -7.7 | -5.2 | -0.5
CCOC(Cn1c(/C=C/c2ccccc2)nc2ccccc21)OCC | 0.2 | -12.6 | -4.6 | -0.5
NC(=O)/C(=C\c1ccc2c(c1)OCO2)NC(=O)c1ccc(Br)cc1 | 0.0 | -2.0 | 4.0 | 2.9
O=C(c1ccccc1)C1C2C(=O)C3OCC(O3)C12 (centres undefined) | -0.1 | -2.6 | 10.1 | -0.3
O=C(CN1CCN(c2ccc(O)cc2)CC1)NC1CCCc2ccccc21 (centres undefined) | 0.0 | -0.8 | 7.8 | 1.0
Cc1ccc(Nc2ncc(-c3ccccc3F)n3ccnc23)cc1NS(C)(=O)=O | 0.1 | 3.0 | -18.8 | 0.1
CC1CN(CC(O)COc2ccccc2C(C)(C)C)CC(C)O1 (centres undefined) | 0.0 | 8.2 | 1.6 | 1.0
Cc1ccc(Nc2c(-c3ccc(N4CCOCC4)cc3)nc3c[n+](CC(N)=O)ccn23)cc1 | 0.0 | -10.5 | 15.5 | 5.1*
Cn1c(SCC(=O)Nc2sccc2C(N)=O)nnc1-c1ccncc1 | -0.1 | -1.8 | 3.5 | 1.2
O=C(N/N=C/c1ccc(-c2ccccc2)cc1)c1cccnc1 | -0.1 | -18.3 | 11.3 | -3.2
N#Cc1cc2c(nc1SC1CC(=O)N(c3ccc(Br)cc3)C1=O)CCC2 (centres undefined) | -0.1 | 10.4 | -12.3 | 2.0

Next section.
SMILES | FBW7 activator | TEAD-YAP inh | MITF primary | GPR151 ag
COc1cccc(C2=N/C(=C/c3cc(OC)c(OC)c(OC)c3)C(=O)O2)c1 | 0.3 | -1.5 | -9.2 | 0.7
COc1ccccc1NS(=O)(=O)c1ccc(CN2C(=O)c3cccnc3C2=O)cc1 | 0.2 | 11.3 | 10.9 | 7.3*
N#Cc1ccc(NC(=O)COC(=O)C2COc3ccccc3O2)cc1 (centres undefined) | 0.2 | 1.6 | 1.8 | 7.8*
COc1cc(C2C(C#N)=C(N)Oc3cc(C)oc(=O)c32)cc(Br)c1O (centres undefined) | 0.1 | 2.6 | 13.7 | 0.5
CCC(C)NC(=O)c1ccc(N2CCC3(CC2)OCCO3)c([N+](=O)[O-])c1 (centres undefined) | 0.0 | -13.8 | 15.3 | 0.6
O=[N+]([O-])c1cccc(S(=O)(=O)c2ccc(N3CCCCC3)c([N+](=O)[O-])c2)c1 | 0.1 | -2.3 | -6.2 | 1.0
Cn1c(=O)c2c(nc(NCc3ccc4c(c3)OCO4)n2Cc2ccc(Cl)cc2)n(C)c1=O | -0.1 | -7.3 | 0.2 | -0.3
CC1CCN(C(=O)Cn2c3ccccc3c3cn[nH]c(=O)c32)CC1 | -0.1 | 1.9 | -2.1 | 0.0
COc1cc([N+](=O)[O-])cc2sc(NC(=O)CSc3ccc(C)cc3)nc12 | -0.1 | 1.5 | 9.0 | -0.3
COc1cccc(C2CC(c3cccs3)=NN2C(=O)CSc2nnc(CNC(=O)c3ccccc3)n2-c2cccc(Cl)c2)c1OC (centres undefined) | 0.6 | 6.7 | -5.4 | -1.0

Retrieved by structure from the entries so far (7):
SMILES | FBW7 activator | TEAD-YAP inh | MITF primary | GPR151 ag
COc1cccc(C2C(C#N)=C(N)Oc3n[nH]c(-c4ccc5ccccc5c4)c32)c1 (centres undefined) | -0.6 | -2.0 | -2.8 | 0.6
COc1cc([N+](=O)[O-])cc2sc(NC(=O)CSc3ccc(C)cc3)nc12 | -0.1 | 1.5 | 9.0 | -0.3
Cc1ccc(Nc2ncc(-c3ccccc3F)n3ccnc23)cc1NS(C)(=O)=O | 0.1 | 3.0 | -18.8 | 0.1
CCOC(=O)N1CCN(C2CC(=O)N(c3ccc(OCC)cc3)C2=O)CC1 (centres undefined) | 0.0 | -4.3 | -5.6 | -0.8
CCOC(=O)c1ccc(N=Cc2c(O)n(Cc3cccs3)c(=O)[nH]c2=O)cc1 | 0.1 | -0.5 | 9.6 | 1.1
O=C(c1ccccc1)C1C2C(=O)C3OCC(O3)C12 (centres undefined) | -0.1 | -2.6 | 10.1 | -0.3
CCCCOc1cccc(OCCCC)c1NCC1COc2ccccc2O1 (centres undefined) | 0.3 | 12.8 | 15.8 | -0.9

The listing continues.
SMILES | FBW7 activator | TEAD-YAP inh | MITF primary | GPR151 ag
CN(C(=O)CN1CCC(NC(=O)C(C)(C)C)CC1)C1CCCCC1 | 0.2 | 4.4 | -4.3 | -0.8
COc1ccc(-n2c(=S)[nH]c3cc(C(=O)Nc4ccc5c(c4)CCC5)ccc3c2=O)c(OC)c1 | 0.0 | 28.1 | 7.9 | 1.1
COCC(=O)Nc1cc(CNC(=O)c2cn3cc(Cl)ccc3n2)cc(C(=O)OC)c1 | 0.1 | 4.2 | 7.8 | -0.3
Cc1cc2[nH]c(=O)c(=O)[nH]c2cc1S(=O)(=O)NC1CCCCC1 | -0.1 | -2.8 | 11.5 | 0.7
FC(F)(F)c1cccc(Nc2nc(-n3ccnc3)nc(-n3ccnc3)n2)c1 | 0.6 | -14.1 | -12.6 | 0.3
Clc1nc(NC2CCCC2)c2ccccc2n1 | 0.3 | 60.0* | 14.8 | -0.5
COc1ccc(-c2noc(CCC(=O)NCC(C)C)n2)cc1 | -0.1 | 4.7 | -1.9 | 0.7
CC(NS(=O)(=O)c1cc(Cl)ccc1Cl)C(=O)Nc1ccc2c(c1)OCCO2 (centres undefined) | 0.9 | -9.7 | 21.9 | 0.5
CC(C)Cn1c(N2CCCC2)nc2c1c(=O)[nH]c(=O)n2C | 0.2 | -10.4 | 6.6 | 1.7
CCCOc1ccc(C(=O)Nc2c(C)ccc3nsnc23)cc1 | 0.1 | -4.3 | -7.1 | 1.4
Cc1ccccc1NC(=O)c1nccnc1C(=O)O | -0.2 | -0.3 | 7.5 | -1.1
Cc1ccccc1-n1c(C)cc(/C=N/NC(=O)CN2CCOCC2)c1C | 0.1 | 3.4 | 15.7 | -0.5
COc1ccc(CNCc2cc(NC(=O)c3ccccn3)cc(C(=O)N(C)C)c2)cc1 | 0.1 | -1.6 | -20.6 | -0.4
CCc1ccc(N/C(=N\c2nc(C)cc(C)n2)NC(=O)c2ccccc2)cc1 | 0.3 | 0.1 | 1.2 | -1.9
CC1CN(C(=O)COC(=O)c2ccc(Cl)nc2)CC(C)O1 (centres undefined) | 0.1 | 8.2 | 10.0 | -1.2
COc1cc(OC)cc(C(=O)Nc2ccc3c(c2)CCC(=O)N3C)c1 | -0.1 | -47.4 | 0.3 | -5.6
Nc1ccc(Nc2nc(-c3ccccc3)cs2)cc1 | -0.2 | -41.0 | -1.5 | 1.5
CCOC(=O)C1=C(C)NC2=C(C(=O)c3ccccc32)C1c1ccc(O)c(OC)c1 (centres undefined) | -0.4 | -9.0 | 11.4 | -0.2
CCOC(=O)c1c(NC(=O)CSc2nnc(CNC(=O)Cc3ccccc3)n2CCc2ccccc2)sc2c1CCC2 | 0.1 | 7.2 | 4.4 | 1.2
Cc1ccc2c(c1)-c1c(cnn1CC(=O)NC1CCN(Cc3ccccc3)CC1)CO2 | -0.1 | 4.3 | -13.3 | 0.1
O=C(CSc1nnnn1-c1ccccc1)Nc1ccccc1 | 0.1 | -2.6 | -1.2 | 0.5
COC(=O)c1ccc(CN2C(=O)COc3ccc(Cl)cc32)o1 | -0.1 | -11.1 | 4.9 | 0.4
NC(=O)N/N=C/c1ccc(-c2ccc(SC(F)F)cc2)o1 | 0.4 | -8.3 | 15.7 | -1.8
COc1ccccc1N1C(=O)c2ccc(Oc3ccc(N)cc3)cc2C1=O | -0.1 | 5.6 | 3.7 | -0.9
CCC(=O)Nc1ccc(S(=O)(=O)NCCCN2CCN(c3ccccc3)CC2)c(C)c1 | -0.2 | 7.5 | 6.1 | 2.3
O=C(COc1ccc(Cl)cc1)N/N=C/c1cc(Cl)ccc1O | 0.1 | 15.7 | 6.7 | 0.6
CC(C)CC1=NN2C(=N)/C(=C/c3ccc(-c4cccc(Cl)c4)o3)C(=O)N=C2S1 | 0.0 | 5.2 | -9.3 | -0.5
N[C@@H](Cc1cc(CP(=O)(O)O)cc(-c2ccccc2Cl)c1)C(=O)O | 0.0 | · | -2.0 | 1.3

Screens (PubChem)
